Screening data (PubChem)
Cneo AK release: Cryptococcus neoformans cell lysis inducers, primary screen, AK release luminescence, single concentration | C. neoformans lysis, adenylate kinase release luminescence, 4 h; normalised: neutral wells 0, clomiphene wells 100 | hit rate 0.2% among 360,000 | lysis activity, % at 15 µM;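 active = mean lysis activity across replicates of at least 80%, whatever share of replicates individually reach that level; inactive = mean lysis activity below 80%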
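Assay system: Cryptococcus neoformans yeast cells / Dosing: single-point compound dose / Timing: 4 h at 37 °C static, read 1 h later / Measured by: luminescence of released adenylate kinase using an AK detection reagent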
E-selectin induc: E-selectin induction in HUVECs, primary screen, imaging, HUVEC, immunofluorescence imaging, single point. P16581. normalized: neutral wells 0, TNF-alpha wells 100. activation, % at 7.58 µM. hit rate 0.37% among 260,000;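 active = mean E-selectin-positive cell signal at least 10% of the positive control, reached in at least 60% of replicates, without over 20% cell loss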;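 also: in these data hits start at about 27%; measured in HUVEC primary endothelial cells; signal is the percent of cells scored E-selectin positive by PE staining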
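Read-out: % PE-positive cells | Test system: HUVEC | Doses: One compound dose added by pin transfer | Buffer or medium: EGM-2 over gelatin coat | Signal: Immunofluorescence imaging | Benchmarks: TNF-alpha, DMSO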
miR122 inh: miR-122 Renilla sensor signal increase in Huh7, primary screen, miR-122 inhibitor project, cell-based, single point, plate reader. activation (reporter increase), % at 12.5 µM. Huh7 miR-122 Renilla luciferase sensor, 48 h; neutral wells = 0, positive control = 100. hit rate 0.3% among 340,000;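 active = mean replicate activation score at least 90 and every replicate individually at or above 90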;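 also: higher luciferase means less miR-122 activity so hits act as miR-122 inhibitors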
PglD DTNB: C. jejuni PglD acetyltransferase inhibitors, primary screen, biochemical, DTNB colorimetric, single point. hit rate 0.098% among 360,000. UDP-N-acetylbacillosamine N-acetyltransferase PglD (Campylobacter jejuni). purified PglD enzyme, DTNB colorimetric CoA detection. AID 602405, 2012. inhibition, % at 12.5 µM; in the data active = inhibition above about 16%, passing the limit was not always enough; also: strong numbers were not always called active
RAD54 branch: inhibitors of human RAD54 branch migration, primary screen, biochemical, fluorescence, single point; DNA repair and recombination protein RAD54-like (Homo sapiens), Q92698; RAD54 Holliday junction branch migration, FAM/BHQ fluorescence; inhibition, % at 10.4 µM; hit rate 0.14% among 360,000; AID 602329, 2012;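 active = mean normalized replicate activity at least 40 and at least half of replicates scoring 40 or more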;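 also: 0% = median of neutral control wells and 100% = median of positive control wells; inhibitors cause a drop in the FAM fluorescence signal; in these data hits start at about 50%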
Target sequence (Q92698 whole entry, looked up): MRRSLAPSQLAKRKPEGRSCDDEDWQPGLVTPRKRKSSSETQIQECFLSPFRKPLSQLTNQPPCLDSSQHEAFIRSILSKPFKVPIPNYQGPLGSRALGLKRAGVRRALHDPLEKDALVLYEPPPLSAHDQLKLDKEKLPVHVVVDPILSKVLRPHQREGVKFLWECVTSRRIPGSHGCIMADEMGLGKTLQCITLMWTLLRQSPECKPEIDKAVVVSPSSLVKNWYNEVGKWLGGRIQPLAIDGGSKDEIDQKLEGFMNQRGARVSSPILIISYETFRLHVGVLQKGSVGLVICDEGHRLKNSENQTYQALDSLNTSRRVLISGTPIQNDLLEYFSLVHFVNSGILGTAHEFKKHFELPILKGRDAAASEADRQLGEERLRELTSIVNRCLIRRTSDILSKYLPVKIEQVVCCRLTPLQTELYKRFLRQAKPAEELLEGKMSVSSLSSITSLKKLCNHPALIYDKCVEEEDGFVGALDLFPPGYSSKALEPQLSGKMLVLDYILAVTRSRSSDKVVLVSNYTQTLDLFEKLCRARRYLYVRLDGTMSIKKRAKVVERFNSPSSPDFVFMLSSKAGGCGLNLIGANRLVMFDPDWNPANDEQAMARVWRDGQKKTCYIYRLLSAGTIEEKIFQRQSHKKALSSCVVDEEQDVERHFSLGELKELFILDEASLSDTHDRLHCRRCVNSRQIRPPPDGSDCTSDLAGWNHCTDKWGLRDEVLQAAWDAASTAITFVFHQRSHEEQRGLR
ERAP1 inh: human ERAP1 aminopeptidase inhibitors, primary screen, biochemical, single point, plate reader. recombinant ERAP1, Leu-AMC fluorescence, 60 min. inhibition, % at 10.7 µM. hit rate 0.15% among 340,000;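 active = mean replicate inhibition of at least 30%, or all replicates individually reaching that 30% level; inactive = mean below 30% and not every replicate reaching it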;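 also: 0% = neutral control wells and 100% = L-leucinethiol positive control wells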
RAD52 anneal inh: RAD52 DNA annealing inhibitors, primary screen, biochemical, FRET, single point, set 2; DNA repair protein RAD52 homolog (Homo sapiens), P43351; inhibition, % at 18.7 µM; hit rate 0.46% among 360,000; recombinant RAD52 DNA annealing, FRET fluorescence; AID 651710, 2012;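 active = every replicate showing at least 50% inhibition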
PGC1a acetyl inh: inhibitors of PGC1a acetylation signal, primary screen, cell-based, U2OS, AlphaScreen, inhibitor mode; AlphaScreen anti-acetyl-lysine; with virally co-expressed GCN5 acetyltransferase; inhibition, % at 15.6 µM; hit rate 0.17% among 350,000; AID 651687, 2012;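 active = every replicate shows inhibition of at least 40%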;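 also: 0% = neutral control wells and 100% = positive control wells; some results beyond the cut were filed as inactive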
The depositor's hits bear a star; / = not tested or not shown; [ ] = another dose, or the depositor's remark.

SMILES	PGC1a acetyl inh	Cneo AK release	RAD54 branch	miR122 inh	PglD DTNB	E-selectin induc	RAD52 anneal inh	ERAP1 inh
CO[C@H]1CN(C)C(=O)c2ccc(NC(=O)C3CCC3)cc2OC[C@@H](C)NC[C@@H]1C	/	-1	2	1[16.7 µM]	-3	0.0	0	0
COC(=O)c1ccc(NC(=S)Nc2ccc3ccccc3c2)cc1	-10	0	1	5	2	/	/	/
CC1CCCCC12NC(=O)N(CC(=O)N1CCN(S(=O)(=O)c3ccc(Cl)s3)CC1)C2=O (configuration not stated)	-7	-2	-3	-6	1	0.0	-18	3
CC(=O)N1c2ccc(C)cc2Sc2c1ccc1ccccc21	21	2	-3	/	-1	0.2	0	1
COc1ccc(NC(C)=O)cc1S(=O)(=O)N1CCN(Cc2cccs2)CC1	5	1	-10	6	-1	/	-12	2
CCCNC(=O)C[C@H]1CC[C@@H]2[C@H](COc3ccc(NC(=O)Nc4cccc(C)c4)cc3C(=O)N2C)O1	-7	0	-4	-9[16.7 µM]	-2	0.2	-5	-4
O=C1c2ccccc2OCOc2ccccc21	0	-1	-13	4	2	/	/	/
COc1cccc(NC(=O)Nc2ccc3c(c2)C(=O)N(C)C[C@@H](OC)[C@@H](C)CN(CC2CC2)[C@H](C)CO3)c1	13	-5	11	/	-1	0.0	48	-6
C[C@H]1CN([C@@H](C)CO)C(=O)c2cccc(NC(=O)C3CCOCC3)c2O[C@@H]1CN(C)Cc1ccc2c(c1)OCO2	-4	52	-15	28[16.7 µM]	-4	/	16	3
CCCCOc1ccc(CSc2nc(C)[nH]c2[N+](=O)[O-])cc1[N+](=O)[O-]	16	2	3	-5	-3	/	-13	/
O=C(CC(NC(=O)c1ccccc1)c1ccccc1)Nc1cccc2ccccc12 (configuration not stated)	8	/	2	5	-8	/	/	/
O=C(C[C@H]1CC[C@@H](NC(=O)Nc2ccc3c(c2)OCO3)[C@@H](CO)O1)NCCCN1CCOCC1	2	/	/	/	1	1.2	2	/
Cc1ccc(OCC(=O)N(C)CC(=O)N(CC(C)C)c2c(N)n(CC(C)C)c(=O)[nH]c2=O)c(C)c1	-1	7	6	7	11	-1.2	-10	-2
C=CC[N+](C)(C)CC(=O)OCc1ccccc1	/	-3	-10	3	0	/	-11	2
COc1ccc(-c2csc3ncnc(N4CCN(S(=O)(=O)c5ccccc5C#N)CC4)c23)cc1	/	0	-2	6	1	/	-14	5
CCN(CC)S(=O)(=O)c1ccc(N2CCCC2)c(NC(=O)c2ccc([N+](=O)[O-])o2)c1	6	0	6	3	6	0.1	-8	1
Cc1cc(C)n(-c2nc(NCCCN(C)C)c3c4c(sc3n2)COC(C)(C)C4)n1	-8	-1	2	-6	-1	/	-2	-3
O=C(Oc1c(CN2CCOCC2)cc(Cl)c2cccnc12)c1cccs1	22	0	-13	-9	-1	2.7	-11	1
Cc1cccc(NC(=O)CS(=O)(=O)c2cn(C)c3ccccc23)c1C	6	1	-32	6	2	/	/	/
O=C(OCc1ccccn1)c1ccc(COc2ccc3ccccc3c2)o1	4	-2	-5	-1	5	/	-34	-3
CCCCN(C)c1c(C)nc2ccc(C(=O)NCCCn3ccnc3)cn12	6	0	-1	-2	-2	6.6	10	11
C[C@H](CO)N1C[C@H](C)[C@H](CN(C)C(=O)Nc2ccc3c(c2)OCO3)OCCCC[C@H](C)Oc2ccc(NS(=O)(=O)c3ccc(Cl)cc3)cc2C1=O	0	2	-3	-5[16.7 µM]	5	0.2	21	-5
Cc1ccc(S(=O)(=O)N(C)C[C@@H]2Oc3ncc(C#Cc4cccc(F)c4)cc3C(=O)N([C@H](C)CO)C[C@@H]2C)cc1	-3	4	1	-12[16.7 µM]	5	0.1	-16	-5
COc1ccc(CN(C)C[C@@H]2OCCCC[C@H](C)Oc3ccc(NS(=O)(=O)c4ccc(C)cc4)cc3C(=O)N([C@@H](C)CO)C[C@@H]2C)cc1	1	12	1	-8[16.7 µM]	13	-0.1	25	-2
COc1cc(C(=O)NNC(=O)CN2C(=O)NC(C)(c3ccc(C)cc3)C2=O)cc(OC)c1OC (configuration not stated)	3	-3	7	-1	2	/	-2	2

SMILES	PGC1a acetyl inh	Cneo AK release	RAD54 branch	miR122 inh	PglD DTNB	E-selectin induc	RAD52 anneal inh	ERAP1 inh
COc1ccc(NC(=O)Nc2ccc3c(c2)CC(=O)N([C@@H](C)CO)C[C@H](C)[C@H](CN(C)Cc2ccncc2)O3)cc1	4	2	11	-4[16.7 µM]	12	/	7	0
Cc1ccc(C(=O)Nc2cccc(Oc3ccccc3)c2)o1	1	-13	-14	-3	3	/	/	/
O=C1CCC(C(=O)N2CCSCC2)CN1CCc1cccc(F)c1 (configuration not stated)	2	-1	5	-3	5	-0.3	-6	1
Cc1cccc(NC(=O)c2ccc(OC3CSC3)cc2)c1	-14	-2	-14	-3	0	/	/	/
C[C@H]1CN([C@@H](C)CO)C(=O)c2cccc(NS(=O)(=O)c3ccccc3)c2O[C@@H]1CN(C)C(=O)Nc1ccc2c(c1)OCO2	12	1	-6	8[16.7 µM]	-1	0.3	-4	-2
O=C(c1cnn2c(C(F)(F)F)cc(-c3ccc(F)cc3)nc12)N1CCc2ccccc2C1	/	12	-5	/	-2	-0.5	1	4
O=C(NCC1CCCO1)c1cc2c([nH]c3ccccc32)c(-c2ccc(F)cc2)n1 (configuration not stated)	-15	-3	-1	0	2	/	-30	0
CCOc1ccc(C(=O)N2CCc3ccccc32)cc1OCC	-2	0	8	6	-2	/	-9	-1
O=C(COc1ccc2ccccc2c1)Nc1ccc(S(=O)(=O)N2CCCCCC2)cc1	-19	-1	-11	0	1	/	/	/
COc1cc2c(cc1NC(=O)c1ccco1)CCCC2	-5	0	1	28	3	/	-12	5
CCCC(=O)N1CC2(C1)CN(C(=O)Nc1cccc(F)c1)[C@H](CO)c1c2c2ccc(OC)cc2n1C	-1	/	/	/	/	0.2	5	-1
O=C(COC(=O)COc1ccccc1F)NCCc1ccc(F)cc1	1	2	7	-3	-5	-0.2	-6	1
COc1cc(Cl)ccc1OCc1cc(C(=O)NCc2cc(C(C)C)no2)no1	-6	-1	-8	6	-2	-0.1	-47	-3
COc1ccccc1-n1c(=O)[nH]c2c(C(N)=O)nc(CC(C)C)nc21	-3	0	-5	0	-3	3.0	8	1
O=C(CN1C(=O)NC2(CCCCC2)C1=O)NCC(=O)Nc1ccc(F)c(F)c1	-2	7	-2	-3	4	/	-3	-3
CCN1C(Nc2ccccc2)=NC[C@@H]1Cc1ccccc1	0	7	-3	3	-7	0.0	-12	-3
Cc1[nH]c2ccccc2c1/C=N/n1cnnc1	-7	3	-8	-4	2	/	/	/
COc1ccc(-c2c(-c3cc(OC)cc(OC)c3)sc3ccc(OC)cc23)cc1	/	3	4	/	9	-0.1	-11	-1
N#Cc1ccccc1NC(=O)CN1CCOCC1	/	-3	-3	-4	1	-0.1	3	-2
COc1ccc2c3c(n(C)c2c1)[C@H](CO)N(Cc1ccccc1)CC31CCN(CC2CC2)CC1	-13	/	/	/	/	-0.4	0	1
CCOC(=O)c1c(-c2ccc(Cl)cc2)csc1NC(=O)CNCc1ccco1	19	/	/	2	/	-0.5	-20	-4
CN1C(=O)c2cc(NC(=O)c3ccc(Cl)cc3)ccc2OC[C@@H]2O[C@@H](CC(=O)NCc3cccc(F)c3)CC[C@@H]21	-10	-1	3	-25[16.7 µM]	0	0.0	-25	-1
Cc1cc(S(=O)(=O)N2CCCC(N3CCOCC3)C2)c(C)cc1Cl (configuration not stated)	-5	0	-7	3	-5	-0.1	-31	1
CC(C)=CCc1c(O)cc2oc3c(CC=C(C)C)c(O)c(O)c(CC=C(C)C)c3c(=O)c2c1O	-2	-2	-5	0	-1	/	-14	4
CN1C(=O)c2cc(NC(=O)c3ccc(C(F)(F)F)cc3)ccc2OC[C@H]2O[C@@H](CC(=O)NCc3ccc4c(c3)OCO4)CC[C@H]21	0	-8	4	8[16.7 µM]	-2	-0.1	-7	/

Shown with two lines to a compound: part of the list above.
Fields – PGC1a acetyl inh, Cneo AK release, RAD54 branch, miR122 inh, PglD DTNB, E-selectin induc, RAD52 anneal inh, ERAP1 inh
Cc1cc(C)n(-c2nc(NCCCN(C)C)c3c4c(sc3n2)COC(C)(C)C4)n1
  -8, -1, 2, -6, -1, /, -2, -3
O=C(Oc1c(CN2CCOCC2)cc(Cl)c2cccnc12)c1cccs1
  22, 0, -13, -9, -1, 2.7, -11, 1
Cc1cccc(NC(=O)CS(=O)(=O)c2cn(C)c3ccccc23)c1C
  6, 1, -32, 6, 2, /, /, /

Next structures:
SMILES	PGC1a acetyl inh	Cneo AK release	RAD54 branch	miR122 inh	PglD DTNB	E-selectin induc	RAD52 anneal inh	ERAP1 inh
COc1ccccc1N1CCN(C(=O)CSc2nnc(-c3ccoc3C)o2)CC1	-12	0	7	-2	-5	/	/	/
CCOC(=O)C1CCCCN1C(=O)c1cc2ccc(OC)cc2c2cc(OC)c(OC)cc12 (configuration not stated)	-10	-6	5	109*	1	0.6	3	2
O=C(c1cnn(-c2nc3ccccc3s2)c1)c1ccccc1O	-2	3	-5	5	0	/	/	/
Cc1ccc2c(c1)C1C[N+](C)(CC(=O)c3ccccc3)CCC1N2C(=O)c1ccccc1Cl (configuration not stated)	-7	-1	5	0	-2	/	14	0
Nc1c(C(=O)O)cnn1-c1ccccc1	4	/	/	-2	/	-0.7	3	-2
C[C@@H]1CCCCO[C@H](CN(C)Cc2ccccc2)[C@@H](C)CN([C@H](C)CO)C(=O)c2cc(NC(=O)Nc3cccc4ccccc34)ccc2O1	-6	-2	3	-6[16.7 µM]	2	/	5	1
CN(C(=O)COC(=O)COc1ccccc1Cc1ccccc1)c1ccccc1	/	-10	-1	-3	4	-0.4	3	-2
C[C@@H]1CN([C@@H](C)CO)C(=O)c2cc(C3=CCCCC3)cnc2O[C@H]1CN(C)Cc1ccccc1	-16	0	1	0[16.7 µM]	-2	0.6	1	0
COc1ccc(-c2oc(=O)c3cc(OC)c(OC)cc3c2/C=C/c2ccc(OC(C)=O)cc2)cc1	-8	-8	-14	2	1	-0.5	-11	-2
CO[C@H]1CN(C)C(=O)c2ccc(NC(=O)Cc3ccccc3)cc2OC[C@@H](C)N(C)C[C@@H]1C	2	-6	5	/	-2	-0.2	5	2
O=C1c2ccccc2N2C(=O)c3ccccc3C2N1Cc1ccccc1 (configuration not stated)	-9	-1	5	0	6	2.2	-14	/
CCCSc1nc(N)c2c3c(sc2n1)CN(C)CC3	18	3	32	-3	4	/	/	/
O=C(COC(=O)C1(c2ccc(F)cc2)CCCC1)N1CCc2ccccc21	/	-2	-5	-1	-3	0.8	/	/
Cc1cc(Br)ccc1OCCCCNC(C)(C)C	-12	1	0	0	4	/	/	/
Cc1cccc2c(=O)c(C(=O)N3CCCCCC3)c[nH]c12	0	4	0	-3	-304	/	/	/
C/C=C/c1cnc2c(c1)C(=O)N([C@@H](C)CO)C[C@H](C)[C@H](CN(C)C(=O)Nc1ccccc1F)O2	-9	-4	-1	-1[16.7 µM]	2	-0.2	-6	0
